Cav3 T inh: blocks human Cav3.2 T-type calcium channel; O95180; B-score at 10 µM; AID 449739; 100,000 compounds, 4% hits; Cav3.2-expressing cells, Fluo-4 calcium fluorescence FDSS; active compounds read low;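 active means single-dose well whose peak fluorescence ratio is a statistical outlier from its plate by either plate-standardised score or position-corrected B-score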
Target sequence (O95180 whole entry, looked up): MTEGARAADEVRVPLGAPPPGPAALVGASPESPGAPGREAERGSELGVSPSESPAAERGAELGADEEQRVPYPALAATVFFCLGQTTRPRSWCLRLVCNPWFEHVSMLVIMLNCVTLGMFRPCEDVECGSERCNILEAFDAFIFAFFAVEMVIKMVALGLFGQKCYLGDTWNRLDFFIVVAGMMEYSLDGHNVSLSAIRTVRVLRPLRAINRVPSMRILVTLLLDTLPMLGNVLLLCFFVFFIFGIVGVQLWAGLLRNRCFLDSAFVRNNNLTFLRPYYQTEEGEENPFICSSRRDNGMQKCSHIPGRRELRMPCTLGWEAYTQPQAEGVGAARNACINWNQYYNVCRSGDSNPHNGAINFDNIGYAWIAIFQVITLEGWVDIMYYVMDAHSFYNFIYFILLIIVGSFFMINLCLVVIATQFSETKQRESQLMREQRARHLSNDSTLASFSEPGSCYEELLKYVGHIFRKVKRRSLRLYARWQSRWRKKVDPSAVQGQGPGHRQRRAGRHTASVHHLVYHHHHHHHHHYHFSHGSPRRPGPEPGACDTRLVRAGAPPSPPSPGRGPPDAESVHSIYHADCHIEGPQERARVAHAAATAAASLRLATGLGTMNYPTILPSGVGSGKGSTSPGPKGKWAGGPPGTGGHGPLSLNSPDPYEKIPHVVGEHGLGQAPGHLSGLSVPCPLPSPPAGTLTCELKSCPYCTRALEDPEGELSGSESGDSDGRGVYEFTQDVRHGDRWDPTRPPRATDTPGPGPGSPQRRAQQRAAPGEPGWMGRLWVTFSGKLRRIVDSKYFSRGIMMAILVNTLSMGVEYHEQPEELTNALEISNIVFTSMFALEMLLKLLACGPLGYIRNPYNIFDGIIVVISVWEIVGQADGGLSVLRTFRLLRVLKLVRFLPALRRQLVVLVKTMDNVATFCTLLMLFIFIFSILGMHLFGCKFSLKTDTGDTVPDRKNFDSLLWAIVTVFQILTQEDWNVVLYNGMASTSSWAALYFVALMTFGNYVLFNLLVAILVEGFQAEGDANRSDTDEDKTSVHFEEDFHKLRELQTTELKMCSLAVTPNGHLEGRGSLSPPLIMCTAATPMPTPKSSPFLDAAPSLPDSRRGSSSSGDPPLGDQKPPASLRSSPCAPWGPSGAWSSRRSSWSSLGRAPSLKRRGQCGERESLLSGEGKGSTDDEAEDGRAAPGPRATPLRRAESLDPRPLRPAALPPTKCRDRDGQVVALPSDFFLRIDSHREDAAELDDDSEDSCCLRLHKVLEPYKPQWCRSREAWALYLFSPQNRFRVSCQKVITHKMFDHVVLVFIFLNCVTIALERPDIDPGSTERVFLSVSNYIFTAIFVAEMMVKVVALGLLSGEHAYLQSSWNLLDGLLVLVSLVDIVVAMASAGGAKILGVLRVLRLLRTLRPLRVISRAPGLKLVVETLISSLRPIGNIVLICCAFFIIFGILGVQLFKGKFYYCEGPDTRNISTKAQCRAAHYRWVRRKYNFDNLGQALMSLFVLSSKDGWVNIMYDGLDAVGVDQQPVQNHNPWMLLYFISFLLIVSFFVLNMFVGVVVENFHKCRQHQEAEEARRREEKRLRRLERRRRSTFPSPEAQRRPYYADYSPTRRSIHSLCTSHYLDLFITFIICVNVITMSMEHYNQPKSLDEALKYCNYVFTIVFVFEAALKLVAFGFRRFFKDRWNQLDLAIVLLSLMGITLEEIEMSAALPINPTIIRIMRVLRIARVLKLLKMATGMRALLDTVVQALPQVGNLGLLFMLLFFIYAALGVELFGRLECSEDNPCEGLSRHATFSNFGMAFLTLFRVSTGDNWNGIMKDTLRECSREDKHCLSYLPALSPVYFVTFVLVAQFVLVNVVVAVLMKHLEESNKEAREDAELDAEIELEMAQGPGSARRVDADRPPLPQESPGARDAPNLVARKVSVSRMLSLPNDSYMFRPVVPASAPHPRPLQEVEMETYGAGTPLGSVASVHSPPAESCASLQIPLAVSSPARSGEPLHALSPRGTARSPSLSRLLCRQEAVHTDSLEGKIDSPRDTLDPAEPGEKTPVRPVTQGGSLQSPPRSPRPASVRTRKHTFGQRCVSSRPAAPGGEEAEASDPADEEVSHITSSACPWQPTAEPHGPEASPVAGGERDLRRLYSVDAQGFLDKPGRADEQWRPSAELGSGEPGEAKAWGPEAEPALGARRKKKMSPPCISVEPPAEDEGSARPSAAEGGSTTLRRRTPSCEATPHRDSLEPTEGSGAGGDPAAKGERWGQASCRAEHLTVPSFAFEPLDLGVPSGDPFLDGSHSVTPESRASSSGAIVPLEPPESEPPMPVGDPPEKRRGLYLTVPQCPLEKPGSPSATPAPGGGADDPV
Active calls of the source: *. A portion of the library; rates above refer to the full screens.

SMILES	Cav3 T inh
CCOC(=O)C1(C(C)(C)CC)CC(CSc2nc3ccccc3[nH]2)OC1=O (stereo not given)	-6.8*
O=C(NCc1cccs1)C1CCCN(S(=O)(=O)c2cccs2)C1 (stereo not given)	1.3
CCOc1ccc(OCCCC(=O)O)cc1	-0.019
CC(=O)Nc1ccc(S(=O)(=O)NC2(C(F)(F)F)NC(=O)N(C3CCCC3)C2=O)cc1 (stereo not given)	-0.51
Cc1cc(C(=O)N2CCc3ccccc32)n(-c2ccccc2)n1	-0.0014
CCOc1ccc(Oc2nc(NCC(C)C)nc(N(C)C)n2)nn1	-0.16
COc1ccc(OCCC(=O)OCc2c(C)noc2C)cc1	0.0093
CCC(=O)OCc1cc2cccc(C)c2[nH]c1=O	0.14
Nc1ncc(-c2nnnn2-c2ccc(Cl)cc2)c(-c2ccc(Cl)cc2)n1	-0.079
N#Cc1cc(-c2ccccc2)cnc1Cl	1.6
FC(F)(F)c1ccc2c(c1)nc1n2CCCC1	-0.29
O=C1c2ccccc2S(=O)(=O)N1CC(O)Cn1c2ccccc2c2ccccc21 (stereo not given)	-5.1*
O=C(Nc1cccc(O)c1)N1CCOCC1	-0.51
CCOC(=O)N1CCN(S(=O)(=O)/C=C/c2ccccc2)CC1	0.086
CC(=O)Nc1ccc2c(c1)nc(CCN1CCOCC1)n2C	0.41
O=C(NCc1ccncc1)c1nnc(Cc2c(F)cccc2Cl)o1	0.41
O=C(CCSCCc1ccncc1)NCCCN1CCOCC1	0.82
CCc1nc2scc(-c3cccs3)c2c(=O)o1	0.35
O=C(CN1C(=O)c2ccccc2C1=O)Nc1ccccc1C(=O)N1CCCC1	0.76
O=C(CN1CCN(S(=O)(=O)c2ccc(Cl)cc2)CC1)Nc1ccc2c(c1)OCCO2	-0.72
O=C(c1cccs1)n1nc(-c2ccccc2)nc1NCc1ccco1	-0.43
CC(=O)C1=C(O)C(=O)N(CCCCCC(=O)O)C1c1ccc(N(C)C)cc1 (stereo not given)	0.2
CCN(CC)c1ccc(/C=N/Nc2ccccc2)c(O)c1	-0.3
CCN(CC)C(=O)C(=O)N/N=C/c1ccc(Br)cc1	1.8
O=c1[nH]nc(Cc2ccc(-c3ccc(Cl)cc3)o2)c2ccccc12	-0.61
CCOC(=O)N1CCN(c2c(N3CCN(c4cccc(C)c4C)CC3)c(=O)c2=O)CC1	1.1
Cc1ccc(-c2nnc(SCC(=O)Nc3ccccc3F)o2)cc1	-1.8
CCc1nnc(NC(=O)C(=O)NCCOC(=O)c2ccccc2Cl)s1	-0.95
O=C(Nc1cccc([N+](=O)[O-])c1)c1ccc2nc(N3C(=O)CCC3=O)sc2c1	0.033
Cn1c(=O)c2cc(S(=O)(=O)N3CCC(c4ccccc4)CC3)ccc2n(C)c1=O	2.3
O=C1Nc2cc(Cl)cnc2N2CCCC12 (stereo not given)	-0.54
Fc1ccc(CO/N=C/C2=C(Cl)c3ccccc3CC2)cc1	-0.83
COc1cc(CN2CCCC(C)C2)cc([N+](=O)[O-])c1O (stereo not given)	0.51
COc1ccc(N(CC(=O)NC2CCCCC2)S(=O)(=O)c2cccnc2)cc1	0.13
CCOc1ccc(N2CC(C(=O)N3CCc4ccccc4C3)CC2=O)cc1 (stereo not given)	-0.096
CC(C)CC(=O)Nc1ccccc1Oc1ccccc1	0.56
CC(=O)Nc1ccc(N=Cc2nc(-c3ccc(C)cc3)oc2O)cc1	0.23
CCOc1ccc(-c2[nH]ncc2Oc2ccccc2OCC)c(O)c1	-2.8
COc1cccc(OC)c1C(=O)NC(=S)N1CCN(c2ccc(C(F)(F)F)cc2[N+](=O)[O-])CC1	-5.5*
Cc1ccccc1Cn1nc(C)c(NC(=O)c2cc(-c3cccs3)on2)c1C	-0.066
CCNc1nc(NCC)nc(SCCOC(=O)c2ccccc2)n1	-2.4
Nc1cc(N)nc(SCc2cccnc2)n1	0.29
NCCCC[C@H]1CNC(=S)N1CCc1cc(C(F)(F)F)cc(C(F)(F)F)c1	-0.15
CC(=O)Nc1ccc(S(=O)(=O)N(C)S(=O)(=O)c2ccc(F)cc2)cc1	0.082
CC(=O)c1cnc2nc(C)nn2c1C	1.1
CCOc1ccc(S(=O)(=O)NCCCN2CCOCC2)c2ccccc12	1.6
COc1ccc(C(=O)N/N=C/c2ccc3cccc(OCc4ccccc4)c3n2)cc1	-2.2
CC(=O)c1ccc([C@H]2C[C@@]34CN(C(=O)OC(C)(C)C)S(=O)(=O)[C@H]3C[C@H]2O4)cc1	0.047

Next part (seven carried over from the part before).
SMILES	Cav3 T inh
Nc1cc(N)nc(SCc2cccnc2)n1	0.29
NCCCC[C@H]1CNC(=S)N1CCc1cc(C(F)(F)F)cc(C(F)(F)F)c1	-0.15
CC(=O)Nc1ccc(S(=O)(=O)N(C)S(=O)(=O)c2ccc(F)cc2)cc1	0.082
CC(=O)c1cnc2nc(C)nn2c1C	1.1
CCOc1ccc(S(=O)(=O)NCCCN2CCOCC2)c2ccccc12	1.6
COc1ccc(C(=O)N/N=C/c2ccc3cccc(OCc4ccccc4)c3n2)cc1	-2.2
CC(=O)c1ccc([C@H]2C[C@@]34CN(C(=O)OC(C)(C)C)S(=O)(=O)[C@H]3C[C@H]2O4)cc1	0.047
CNc1ccc(C(O)(C(F)(F)F)C(F)(F)F)cc1C(O)(C(F)(F)F)C(F)(F)F	-7.1*
CCOC(=O)C(C)Sc1nnc(Cc2cc(=O)[nH]c(=O)[nH]2)n1-c1cccc(OC)c1 (stereo not given)	-2.3
Cc1cc(C)nc(N2CCCC(C(=O)NCCc3ccc(F)cc3)C2)n1 (stereo not given)	-0.13
NC(=O)CSc1nnc(-c2cc3ccccc3o2)n1Cc1ccccc1	-0.42
Oc1ccc(C(=S)N2CCCCC2)cc1	-0.6
Cc1ccc(OCc2nnc(NC(=O)c3ccco3)s2)c(C)c1	1.5
Cn1ncc2c(=O)n(CC(=O)NC34CC5CC(CC(C5)C3)C4)cnc21	0.31
COc1ccc(NC(=O)CCNC(=O)Cn2cnc3ccccc3c2=O)c(OC)c1	0.1
CCn1c(=O)cc(SCC(=O)N2CCN(C(=O)c3ccco3)CC2)c2ccccc21	1
CC(=O)Nc1nc(C)c(Cc2ccccc2)c(=O)[nH]1	-0.028
CCCCCn1c(S(=O)(=O)O)nc2ccccc21	-0.25
CC(=O)Nc1ccc(SC[C@H](Cc2ccccc2)N2CCN(CCc3ccccc3)CCC2=O)cc1	-0.2
O=C1N[C@@H](Cc2ccccc2)C(=O)N2[C@H]3Nc4ccccc4[C@@]3([C@]34C[C@H]5C(=O)N[C@@H](Cc6ccccc6)C(=O)N5[C@H]3Nc3ccccc34)C[C@@H]12	-2.7
COc1ccc(-n2nc(C(=O)NCC(=O)Nc3ccccn3)c3ccccc3c2=O)cc1	0.26
CCC(CC)C(=O)NCc1ccccc1Cl	0.7
O=C(Nc1ccccc1)C(Cc1cccs1)c1nn[nH]n1 (stereo not given)	0.34
COc1ccc(N2CCN(c3nc(NCCc4ccc(OC)c(OC)c4)nc(OC)n3)CC2)cc1	-2
O=C(NCCCC(=O)N1CCOCC1)c1cccnc1	-0.22
O=C1CC(C(=O)Nc2ccc(C(=O)O)cc2)C(c2ccccc2)O1 (stereo not given)	0.13
Cn1ccnc1SCc1ccc([N+](=O)[O-])cc1	0.99
CCNc1nc2nonc2nc1NCC	1.3
CCOC(=O)C1CCN(C(=O)c2cnn3c(C)cc(C)nc23)CC1	0.4
C=CCn1c(SCc2ccccc2C#N)nnc1-c1ccccc1O	1.1
COc1ccc2c(c1OC)C(C1c3c(cc4c(c3OC)OCO4)CCN1C)OC2=O (stereo not given)	0.11

Some values from the entries so far.
Cav3 T inh with CCOC(=O)C1(C(C)(C)CC)CC(CSc2nc3ccccc3[nH]2)OC1=O (stereo not given) = -6.8*
Cav3 T inh with NC(=O)CSc1nnc(-c2cc3ccccc3o2)n1Cc1ccccc1 = -0.42
Cav3 T inh with CCOC(=O)N1CCN(S(=O)(=O)/C=C/c2ccccc2)CC1 = 0.086

Exported bar-delimited: entries from further up
mol | Cav3 T inh
CCc1nc2scc(-c3cccs3)c2c(=O)o1 | 0.35
O=C(CN1C(=O)c2ccccc2C1=O)Nc1ccccc1C(=O)N1CCCC1 | 0.76
O=C(CN1CCN(S(=O)(=O)c2ccc(Cl)cc2)CC1)Nc1ccc2c(c1)OCCO2 | -0.72
O=C(c1cccs1)n1nc(-c2ccccc2)nc1NCc1ccco1 | -0.43
CC(=O)C1=C(O)C(=O)N(CCCCCC(=O)O)C1c1ccc(N(C)C)cc1 (stereo not given) | 0.2
CCN(CC)c1ccc(/C=N/Nc2ccccc2)c(O)c1 | -0.3

The listing continues:
SMILES	Cav3 T inh
COc1ccccc1-c1c(C(F)(F)F)oc2cc(OC(=O)c3cccc([N+](=O)[O-])c3C)ccc2c1=O	-1.7
Cc1c(NC(=O)c2cc3ccccc3oc2=O)c(=O)n(-c2ccccc2)n1C	0.56
COc1ccc(S(=O)(=O)NCCC(=O)NCc2cccs2)cc1	0.024
O=C(CSc1nc2ccccc2n1CC(=O)N1CCCC1)Nc1nccs1	-2.9
COc1ccc(N=C2S/C(=C\c3ccc(N4CCOCC4)o3)C(=O)N2CCc2c[nH]c3ccccc23)cc1	-2.7
COc1ccc(/C(C)=N/NC(=O)c2nc(C)cc(C)n2)cc1	0.84
Cc1ccccc1-c1noc(C2CCCCC2)n1	-0.066
Cc1ccc(C23CC4CC(CC(NC(=O)NCCN(C)C)(C4)C2)C3)cc1	0.61
CCOc1ccc(/C(O)=C2\C(=O)C(=O)N(CCOCCO)C2c2ccccc2OC)cc1 (stereo not given)	0.57
O=C(NCCn1cccc1)c1cccc2ccccc12	0.57
COC(=O)c1c(NC(=O)CSc2nncs2)sc2c1CCCCC2	-1
C/C(=C\c1ccco1)C1C(C#N)=C(N)Oc2n[nH]c(-c3ccccc3)c21 (stereo not given)	-1.3
CCn1nc([N+](=O)[O-])c(C(C#N)c2nc3cc(C(F)(F)F)ccc3s2)c(Cl)c1=O (stereo not given)	-5.2*
COC(=O)C1=C(C)N(CCCC(=O)O)C(=O)NC1c1cccs1 (stereo not given)	0.72
O=C(CSc1ccc2nnc(-c3ccccn3)n2n1)NCC1CCCO1 (stereo not given)	-0.28
NC(=O)C(c1ccc(Cl)cc1Cl)c1ncc(C(F)(F)F)cc1Cl (stereo not given)	-1.1
Cc1ccc(C(=O)c2c[nH]c(C(=O)NCCCN3CCOCC3)c2)cc1	-0.11
COC(=O)[C@H](C)NC(=O)NCc1ccccc1F	0.045
COc1cc(Cl)c(S(=O)(=O)NCc2ccccn2)cc1Cl	1.5
CCn1c(SCC(=O)N2CCN(c3ccc(Cl)cc3)CC2)nc2ccccc2c1=O	-0.88
O=C(C1=C[C@@H](c2ccc(C(F)(F)F)cc2)C[C@@H](OCCCCO)O1)N1CCN(Cc2ccc3c(c2)OCO3)CC1	-2.9
CCOC(=O)N1CCC(NC(=O)c2cc3cc4cc(OC)ccc4nc3o2)CC1	1.4
CN(C)CCNC(=O)NC1CCCCC1	0.011
CCOC(=O)c1sc(NC(=O)CSc2nc(C)cc(C)n2)c(C#N)c1C	-1.9
COc1ccccc1C(=O)Oc1ccc(N2C(=O)CCC2=O)cc1	0.46
CCn1ncc(C2=NOC(C(=O)Nc3cccc(C(C)=O)c3)C2)c1C (stereo not given)	-4
CN(CCOc1ccc(-c2ccn(S(=O)(=O)c3ccc(Cl)cc3)n2)cc1)c1ccccn1	-4.7*
CC1(C)CC(=O)c2c(O)cc(OCc3ccc(Br)cc3)cc2O1	-1
CN1C(=O)CC(N2CCN(c3ccccc3)CC2)C1=O (stereo not given)	1.2
Cc1ccc(C(NC(=O)N2CCOCC2)=C(Cl)Cl)cc1F	0.12
O=[N+]([O-])c1ccc(-c2ccc(C=Nc3cccc4ccccc34)o2)cc1	0.41
Nc1nc(OCc2ccccc2)c2[nH]cnc2n1	1
Cc1ccc(S(=O)(=O)/N=C(\CN2CCOCC2)N2CCCC2)cc1	0.073
CCN(C(=O)c1cc2cc(OC)ccc2oc1=O)c1cccc(C)c1	-0.62
CCS(=O)(=O)NCCc1csc(-c2ccccc2)n1	0.19
CC(C)CN1C(=S)SC(C)(C)C1n1oc(=O)n(-c2ccc(Cl)cc2)c1=O (stereo not given)	-4.1*
Cc1ccc(-c2csc(NC(=O)COC(=O)c3cccc(S(=O)(=O)N4CCOCC4)c3)n2)cc1	-0.0056
Clc1cc2nc3ccccn3c2cc1Cl	0.31
CCC(C)NC(=O)c1cnn2c1NC(c1cccs1)CC2C(F)(F)F (stereo not given)	1.3
CCOc1ccc2ccccc2c1C(=O)N[C@@H]1C(=O)N2[C@@H]1SC(C)(C)[C@@H]2C(=O)O	-0.86
Cc1cc(C)nc(SCc2ccccc2C#N)n1	-0.5
CCCNc1cc(=O)n(C)c(=O)n1C	0.72
Cc1cccnc1NC(=O)C(C)Oc1ccccc1 (stereo not given)	0.55
Cc1cc(Nc2ccc(Br)cc2)n2nc(C)nc2n1	0.041
Cc1ccc(-n2c(C)cc(/C=C(\C#N)C(=O)NCC3CCCO3)c2C)cc1 (stereo not given)	-2
c1ccc(CSc2nnc(-c3c[nH]c4ccccc34)o2)cc1	-0.03
Cc1ccc(C(=O)N/N=C/c2ccc([N+](=O)[O-])s2)cc1	-0.17
O=C(NCc1ccco1)c1ccc(CN2CCOCC2)cc1	0.17
O=c1ccc(Br)c[nH]1	-0.56
CC(C)(C)[C@H]1C=C(C(=O)N2CCN(Cc3ccc4c(c3)OCO4)CC2)O[C@@H](OCc2ccc(CO)cc2)C1	-2.6
COCC(C)n1c(C)cc(C(=O)COC(=O)c2n[nH]c3ccccc23)c1C (stereo not given)	-2.8
CCCCN(C(=O)Nc1ccc(OCC)cc1)C1CCN(C(C)=O)CC1	-0.1
N#CCCn1cc(/C=N/O)c(-c2ccccc2)n1	0.19
Cc1cc(NC(=O)c2cccc(COc3ccc(Br)cc3)c2)no1	-0.75
COc1ccc(CCN2CC(C(=O)NCc3ccco3)CC2=O)cc1OC (stereo not given)	0.086
CCOc1ccc(-c2nc(CSCC(=O)N3CCN(C(=O)c4ccco4)CC3)c(C)o2)cc1	0.67
